High-throughput results (PubChem)
OXTR ag – activates the human oxytocin receptor; P30559; CHO-OTR cells, Fluo-8 calcium fluorescence; normalized: DMSO 0%, oxytocin 100%; activation, % at 3 µM; actives 0.32% (n = 320,000); AID 2435;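 active means activation above the mean of all tested compounds plus 3 SD, cutoff set per screening run, cut at about 20% in these data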;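 further: peak over basal fluorescence ratio from a 100 s FLIPR kinetic read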
Target sequence (P30559 whole entry, looked up): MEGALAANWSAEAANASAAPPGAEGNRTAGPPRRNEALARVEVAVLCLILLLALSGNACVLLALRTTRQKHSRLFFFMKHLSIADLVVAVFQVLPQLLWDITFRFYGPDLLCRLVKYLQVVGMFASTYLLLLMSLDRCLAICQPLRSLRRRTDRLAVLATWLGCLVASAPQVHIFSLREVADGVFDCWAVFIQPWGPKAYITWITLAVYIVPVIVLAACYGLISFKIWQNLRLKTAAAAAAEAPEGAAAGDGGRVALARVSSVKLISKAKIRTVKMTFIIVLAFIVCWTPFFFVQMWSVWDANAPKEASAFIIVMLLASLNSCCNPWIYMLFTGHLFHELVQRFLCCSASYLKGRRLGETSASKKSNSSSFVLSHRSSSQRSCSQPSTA
CHO-K1 Ca ag – nonselective activator or artifact in parental CHO-K1 cells. Fluo-8 calcium fluorescence; scaled to maximal ATP response, vehicle zero. AID 602248. actives 0.48% (n = 360,000). activation, % at 3 µM; in the data active means activation above about 15%;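 further: untransfected CHO-K1 host cells lacking M1 receptor as counterscreen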
V1aR counter – V1a receptor agonism, counter-screen for OXTR agonists. P37288. AID 2797. actives 0.25% (n = 320,000). CHO-V1R cells, Fluo-8 calcium fluorescence, agonist mode; 0% DMSO, 100% 3 nM vasopressin. activation, % at 3 µM;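 active means activation above the mean activation of all tested compounds plus 3 SD, per screening run, cut at about 20% in these data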;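 further: signal is peak over basal fluorescence ratio across a 100 second FLIPR read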
CHO parental Ca – counter-screen for OX1R antagonists: effect in parental CHO cells; inhibition, % at 5.6 µM; parental CHO-K1, ATP-induced calcium, Fluo-8 fluorescence; actives 0.63% (n = 330,000);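 active means inhibition above that plate's mean sample inhibition plus 3 SD, cut at about 26% in these data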;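 further: 0% = ATP-challenged DMSO wells and 100% = DMSO wells without ATP; some compounds past the cut are filed as inactive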
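Test system: parental CHO cells; detection: calcium-sensitive Fluo-8 fluorescence; evaluation: percent inhibition of calcium signal; also added: ATP as calcium-mobilizing challenge; repeats: one well per compound; control set: ATP-challenged DMSO wells low, unchallenged DMSO wells high; compound: single nominal dose of 5.6 µM per compound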
CHO-K1 Ca antag – nonselective inhibitor or artifact in parental CHO-K1 cells. ATP-induced calcium, Fluo-8 fluorescence. inhibition, % at 3 µM. actives 0.6% (n = 360,000). AID 602250;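 active means inhibition above a per-plate cutoff, the plate's mean sample inhibition plus 3 SD, cut at about 24% in these data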;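 further: 0% = DMSO plus EC80 ATP and 100% = DMSO alone without ATP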
CHO-K1 Ca PAM – M1 PAM counterscreen hit in parental CHO-K1 cells; AID 602247; actives 0.02% (n = 360,000); ATP EC20, Fluo-8 calcium fluorescence; 0% at ATP EC20, 100% at ATP max; activation, % at 3 µM;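 active means activation above the run cutoff, the mean activation of all test compounds plus 3 SD, cut at about 40% in these data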;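 further: peak over basal fluorescence ratio in a 140 s read after ATP addition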
OXTR potentiator – potentiates the human oxytocin receptor response; AID 2445; CHO-OTR cells, Fluo-8 calcium fluorescence, potentiator mode; 0% = oxytocin EC15, 100% = EC100; activation, % at 3 µM; P30559; actives 0.061% (n = 320,000);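 active means activation above that plate's cutoff, the mean activation of tested compounds plus 3 SD, cut at about 6.6% in these data, passing the limit was not always enough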;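 further: 100% uses oxytocin at 75 nM as the full agonist control; some results filed as inactive read as strong as hits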
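Material: human OTR in CHO cells. Compound: 3.0 µM, one dose. Timing: compound 6 min at room temperature before oxytocin, 100 s read. Evaluation: % activation of max/min ratio relative to oxytocin controls. Replication: single well per compound, singlicate. Signal: Fluo-8 calcium dye fluorescence.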
GPR7 antagonist – human neuropeptides B/W receptor 1 antagonism. inhibition, % at 4.4 µM. actives 1.1% (n = 290,000). P48145. GPR7-expressing cells, fluorescence antagonist assay. AID 1861; in the data active means inhibition above about 16%, passing the limit was not always enough;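 further: cells stimulated with the agonist NPW; 0% = agonist with vehicle and 100% = vehicle without agonist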
Target sequence (P48145 whole entry, looked up): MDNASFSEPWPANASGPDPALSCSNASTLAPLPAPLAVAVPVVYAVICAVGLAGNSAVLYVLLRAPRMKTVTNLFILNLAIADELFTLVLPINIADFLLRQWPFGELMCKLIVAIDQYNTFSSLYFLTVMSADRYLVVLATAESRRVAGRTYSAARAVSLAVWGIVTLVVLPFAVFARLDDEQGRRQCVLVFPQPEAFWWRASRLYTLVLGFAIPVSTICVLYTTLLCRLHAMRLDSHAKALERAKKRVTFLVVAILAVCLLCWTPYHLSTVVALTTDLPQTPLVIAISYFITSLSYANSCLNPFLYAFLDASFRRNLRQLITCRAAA
TAAR1 antagonist – antagonists of human TAAR1 | Q96RJ0 | CHO RD-HGA16 TAAR1, Fluo-8 calcium fluorescence, antagonist | inhibition, % at 3 µM | actives 1.5% (n = 360,000) | AID 624466;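 active means inhibition above a per-plate cutoff, the mean inhibition of test compounds on that plate plus 3 SD, cut at about 49% in these data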;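 further: 0% = DMSO plus EC80 beta-PEA response and 100% = DMSO alone without agonist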
Target sequence (Q96RJ0 whole entry, looked up): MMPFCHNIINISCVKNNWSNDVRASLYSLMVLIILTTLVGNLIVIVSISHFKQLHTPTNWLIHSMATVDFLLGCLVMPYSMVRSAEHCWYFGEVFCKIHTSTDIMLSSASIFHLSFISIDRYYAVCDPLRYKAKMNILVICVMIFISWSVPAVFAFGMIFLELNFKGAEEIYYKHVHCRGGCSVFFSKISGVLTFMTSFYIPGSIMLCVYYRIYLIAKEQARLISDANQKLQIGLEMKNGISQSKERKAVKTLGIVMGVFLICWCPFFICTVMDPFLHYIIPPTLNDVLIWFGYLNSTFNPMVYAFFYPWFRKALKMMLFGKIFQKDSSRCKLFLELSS
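Test system – hTAAR1-expressing CHO RD-HGA16 cells, Gα16-coupled · Also added – β-PEA at EC80 concentration, post-compound challenge · Compound – 3 µM, single point · Incubation – dye loading 75 min at 37 °C, then 30 min room temperature · Measured by – Fluo-8 intracellular calcium dye fluorescence, real-time kinetic reads · Benchmarks – vehicle and agonist controls · Replicates – singlicate, one well per test compound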
* hit, by the source's call; x = no result given.

SMILES | OXTR ag | CHO-K1 Ca ag | V1aR counter | CHO parental Ca | CHO-K1 Ca antag | CHO-K1 Ca PAM | OXTR potentiator | GPR7 antagonist | TAAR1 antagonist
CS(=O)(=O)c1ccc(Cl)c(NC(=O)COC(=O)Cc2c[nH]c3ccccc23)c1 | 4.9 | 3.9 | 2.8 | -5 | 2 | 0 | -4 | x | 9
O=C(NC(=S)NCCN1CCOCC1)c1ccc(Cl)cc1Cl | -0.4 | 0.4 | -0.7 | -19 | -13 | 21 | -4 | -3 | -14
CCC(=O)OCC(=O)Nc1ccc(OC)cc1[N+](=O)[O-] | -0.9 | 0.0 | 0.1 | -4 | -8 | 18 | -8 | 1 | -4
O=C(NC(=S)Nc1ccc(S(=O)(=O)N2CCCC2)cc1)c1cccs1 | 0.5 | 3.5 | 1.4 | -10 | 0 | 10 | -10 | -2 | 9
Cc1ccc(C(=O)N/C(=C\c2ccc(-c3ccc(Br)cc3)o2)C(=O)NCCCN(C)C)cc1 | 0.1 | -0.7 | -1.3 | -10 | -4 | 19 | -10 | 17 | -3
O=C(CCN1C(=O)/C(=C/c2ccc3c(c2)OCO3)SC1=S)NNC(=O)c1cccnc1 | 1.3 | 0.3 | 0.6 | -10 | 0 | -2 | -5 | -1 | 9
CCC(C)(C)NC(=O)c1cc([N+](=O)[O-])ccc1N1CCCCC1 | -1.2 | 2.1 | -1.7 | -29 | -9 | 26 | 3 | -11 | -10
Cc1nnc(N2CCC(C(=O)N3CCCCCC3)CC2)c2nn(-c3ccc(Cl)cc3)c(C)c12 | -1.8 | -0.7 | 0.5 | -1 | -5 | 3 | -2 | 10 | -7
Cc1cc(Cl)nc(SCC(=O)c2ccccc2)n1 | -1.5 | -0.6 | -0.9 | -12 | 6 | -10 | 0 | -15 | -25
COc1ccc(C2=CC(c3c(C)nn(-c4ccccc4)c3Cl)n3nnnc3N2)cc1OC (stereo unspecified) | -0.8 | 1.6 | 0.1 | -11 | -5 | 11 | -12 | -9 | 12
CCOc1cccc(C2CC(=O)Nc3cc(OC)c(OC)cc32)c1 (stereo unspecified) | 0.7 | 0.9 | 2.1 | -10 | -10 | 16 | -2 | -18 | -8
COc1c(/C=N/NC(=O)c2ccccc2O)c(CCN(C)C(C)=O)cc2c1OCO2 | -1.2 | 0.9 | -1.4 | -1 | -11 | 23 | 7 | 4 | -18
Cc1cc(C)cc(N(C(=O)CNC(=O)c2ccco2)C(C(=O)NC2CCCC2)c2cccnc2)c1 (stereo unspecified) | -0.1 | -0.1 | -0.2 | -6 | -7 | 0 | 0 | -8 | 4
CN(C)c1ccc(-c2csc(C(C)(O)c3cccc(F)c3)n2)cc1 (stereo unspecified) | x | 3.1 | x | x | 6 | 6 | x | x | 18
CCCCn1c(=O)c(C(=O)c2ccccc2)nc2ccccc21 | -2.3 | 0.4 | -1.6 | -12 | -9 | 15 | -1 | -1 | 1
O=C(NCCc1csc(-c2ccc(C(F)(F)F)cc2)n1)c1cccs1 | -1.6 | -0.1 | 0.4 | -6 | 6 | -8 | -4 | -9 | -7
C=CCn1c(=O)c2ccccc2n2nnc(C(=O)OCC)c12 | -2.3 | 0.7 | -0.5 | -3 | -12 | 16 | -3 | -11 | -31
CCOc1ccc(C2/C(=C(\O)c3ccc4c(c3)OCCO4)C(=O)C(=O)N2CCCN2CCOCC2)cc1OC (stereo unspecified) | 0.3 | 0.8 | 0.6 | -11 | -13 | -5 | -7 | -6 | -19
COc1ccc(-c2[nH]ncc2-c2csc(C)n2)c(O)c1 | 2.3 | 0.8 | 1.4 | -6 | -2 | 18 | -10 | 2 | 6
COC(=O)C[C@@H]1C[C@@H]2c3cc(NS(=O)(=O)c4ccc(F)cc4)ccc3O[C@@H]2[C@H](CO)O1 | x | 0.4 | x | x | 9 | 2 | x | x | -8
Cc1ccc(C)c(S(=O)(=O)N2CCN(C(=O)[C@@H](NC(=O)c3ccc(F)cc3)C(C)C)CC2)c1 | -2.0 | 0.2 | 0.3 | -34 | -10 | 0 | 3 | x | -6
COc1ccc(Cl)cc1NC(=O)CCc1nc(-c2ccccc2F)no1 | -0.2 | 0.3 | -0.1 | -25 | -12 | 0 | -2 | -22 | -14
CN(C)CCNC(=O)CCn1nc(-c2ccc(Cl)cc2)ccc1=O | -0.3 | 0.8 | 0.8 | -10 | -3 | -3 | -2 | -17 | -3
CCOCC(=O)Nc1sc2c(c1C(=O)OCC)CCCC2 | -2.5 | -0.9 | -1.0 | -22 | 2 | -11 | -10 | -12 | 8
CCN(CC)S(=O)(=O)c1ccc2c(c1)c(=O)c(C(=O)NCCCN(C)c1ccccc1)cn2C | -1.6 | -0.1 | -0.1 | -5 | 12 | -6 | -2 | -9 | 13
COCCN1CCn2c(nc3cc(NC(=O)c4ccc(OC)cc4)ccc32)C1 | 0.8 | 0.2 | 0.8 | -9 | -7 | 17 | -1 | -14 | 8
Cc1cc(C(=O)Nc2c(C)n(C)n(-c3ccccc3)c2=O)cs1 | 0.0 | -0.2 | 0.3 | 4 | -43 | 9 | -6 | -10 | 7
CCN(CC)S(=O)(=O)c1cccc(C(=O)N/N=C/c2ccccn2)c1 | 0.6 | 2.1 | 1.1 | -1 | -9 | -9 | -1 | 3 | -1
CC(C)C(=O)COc1c2occc2cc2ccc(=O)oc12 | -0.8 | 0.2 | 0.8 | -2 | -2 | 2 | 0 | x | -9
Cc1sc2ncnc(Sc3ccccc3C(=O)Nc3ccc(Br)cc3)c2c1C | -0.9 | 0.5 | 0.1 | -27 | -11 | 19 | -4 | -3 | -32
COc1cc(-c2cc(C(=O)Nc3cccc(C(C)=O)c3)c3ccccc3n2)cc(OC)c1OC | 5.1 | 8.8 | 7.4 | -15 | 13 | 4 | -11 | -15 | 68*
CSc1ccc(/C=C/C(=O)OCC(=O)N(C)CCC#N)cc1 | 1.2 | 0.2 | 0.4 | -14 | -1 | -8 | -15 | 5 | 12
Cc1ccc(NC(=O)CN2C(=O)N/C(=C/c3ccc(C)s3)C2=O)cc1 | 1.6 | 2.8 | 1.0 | 4 | -2 | 13 | -5 | -4 | -2
Cc1cccc(NC(=O)CC2NC3CCCCC3NC2=O)c1 (stereo unspecified) | 0.1 | 0.1 | 0.8 | -16 | -12 | 0 | -11 | -7 | -25
O=C(Cn1ncn2c(cc3ccccc32)c1=O)NCCc1cccs1 | -0.1 | 0.5 | 0.5 | 7 | -12 | 2 | -6 | -16 | x
CCOc1ccc2nc(NCCCNC(=O)c3cc(OC)c(OC)c(OC)c3)c(C#N)cc2c1 | -0.2 | 0.3 | -0.9 | -3 | -10 | 7 | 3 | -4 | -28
O=C(COC(=O)COc1ccc(Br)cc1)NNC(=O)c1ccccc1 | 4.2 | -0.2 | 2.4 | -5 | 15 | -18 | 0 | x | -3
CCNS(=O)(=O)c1ccc2nc(NC(=O)c3cccnc3)sc2c1 | 0.2 | 0.9 | -0.3 | -4 | 3 | 9 | -4 | -9 | -7
O=C(C1CCC(CNS(=O)(=O)c2cccs2)CC1)N1CCCCC1 (stereo unspecified) | 1.8 | 0.8 | 1.6 | -3 | -18 | 9 | -6 | -7 | -22
O=C(Nc1cccc([N+](=O)[O-])c1)c1ccc2c(c1)OCO2 | -0.6 | 1.0 | 1.8 | -1 | 0 | 11 | -1 | -9 | -18
COc1cccc(C(=O)NNC(=O)c2ccccc2Br)c1 | -0.2 | 0.1 | 0.2 | -1 | -7 | 6 | -8 | -12 | 22
Cc1ccc(S(=O)(=O)N2CCN(C(=O)CCC(=O)NCCc3ccc(S(N)(=O)=O)cc3)CC2)c(C)c1 | -2.1 | -0.7 | -0.6 | -9 | 4 | -14 | 7 | -17 | -10
COC(=O)CC1C(=O)NCCN1C(=O)Nc1cccc(Cl)c1 (stereo unspecified) | 0.1 | -0.4 | -0.6 | 3 | -14 | 10 | -5 | -8 | 4
O=C(c1noc2c1CCCC2)N1CCN(c2ccccc2)CC1 | 1.3 | 1.8 | -0.3 | -11 | -13 | 12 | 0 | 3 | x
COc1ccc(CNC2c3ccccc3-c3ccccc32)cc1OC | 4.8 | 2.8 | 4.0 | -28 | -22 | 3 | -10 | -3 | -22
COc1ccccc1NCC(=O)N/N=C/C=C/c1ccccc1 | -0.1 | -0.5 | 0.3 | -10 | 24* | -15 | 2 | -8 | -9
O=C(Cn1nc(C(=O)O)c2ccccc2c1=O)NCc1ccco1 | 0.7 | -0.2 | 0.9 | 1 | 1 | 12 | -8 | 1 | 6
CCN(CC)S(=O)(=O)c1ccc(C)c(N=C=S)c1 | 0.6 | 0.2 | -0.3 | -8 | -6 | 17 | -4 | -2 | 5
COc1cc(CN2C[C@@H](CO)O[C@@H](n3cnc4c(NCc5ccco5)ncnc43)C2)cc(OC)c1OC | x | 2.0 | x | x | -6 | 4 | x | x | -7
Cc1nn(C(=O)c2ccco2)c(C)c1Sc1ccc(Br)cc1 | 0.1 | 0.2 | 0.8 | -13 | -11 | 10 | -8 | -12 | 6
COc1cc(/C=C(\NC(=O)c2ccccc2)C(=O)N2CC3CC(C2)c2cccc(=O)n2C3)cc(OC)c1OC (stereo unspecified) | 0.3 | -0.4 | 0.9 | -4 | -12 | 7 | -23 | -9 | -29
C/C(=N\NC(=O)c1cccc(F)c1)c1ccc(Br)s1 | -0.3 | 3.9 | -0.3 | -6 | 2 | 2 | 1 | -3 | -3
Cc1cccc(NCCC#N)c1 | 0.9 | 0.6 | 0.6 | -8 | -7 | 26 | -4 | -3 | -6
COc1cc(OC)c2ccc(=O)oc2c1C(CCN1CCCC(C)C1)c1ccc(N(C)C)cc1 (stereo unspecified) | 0.8 | 0.9 | 0.9 | -15 | -5 | 12 | -1 | x | -6
CCOC(=O)c1c(C)nc(C)c2c(=O)oc3ccccc3c12 | -1.5 | 2.0 | -0.6 | -19 | -9 | 13 | -23 | -17 | 12
Cc1cnc(=O)[nH]c1SCc1ccc([N+](=O)[O-])cc1 | 0.5 | 1.1 | 3.1 | -1 | 10 | -15 | -6 | 2 | -16
COc1ccccc1CNC(=O)N[C@@H](Cc1ccccc1)C(=O)O | -0.5 | 0.2 | -0.2 | -3 | -4 | 9 | -6 | -12 | -3
COc1ccc(C2=NS(=O)(=O)N(C)C(C(=O)N3C(C)CCCC3C)=C2)cc1 (stereo unspecified) | -1.2 | 0.3 | -0.1 | -14 | 11 | 11 | -2 | -10 | -9
Cc1cccc2cc(/C=N/NC(=O)[C@H]3C[C@@H]3c3ccccc3)c(Cl)nc12 | 1.0 | 0.4 | 1.4 | 9 | -15 | 23 | 4 | -9 | -1
